Bioassay records as filed in PubChem.
PolyA inh: yeast polyadenylation inhibition; S. cerevisiae SKY197-pL101 polyadenylation reporter, beta-gal luminescence; efflux-impaired pdr1/pdr3 knockout yeast; score 100 = 6 SD above DMSO; calls only at 12 µM; 300,000 tested, 0.02% active; AID 1875;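 active = lowest replicate activity score at least 50, where 100 means six control SD above control mean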;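 also: yeast exposed to compound for 9 h at 30 °C; higher score means more reporter readthrough which indicates perturbed polyadenylation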
GSK3A inh: inhibitors of human GSK-3 alpha kinase. P49840. 320,000 tested, 0.1% active. ADP-Glo luminescence, 60 min. AID 2650. inhibition, % at 10 µM;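 in the data active = inhibition above about 50%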;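 also: GST-tagged GSK-3 alpha with peptide substrate and 25 µM ATP; 0% = DMSO neutral wells and 100% = GW8510 positive control wells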
Target sequence (P49840 whole entry, looked up): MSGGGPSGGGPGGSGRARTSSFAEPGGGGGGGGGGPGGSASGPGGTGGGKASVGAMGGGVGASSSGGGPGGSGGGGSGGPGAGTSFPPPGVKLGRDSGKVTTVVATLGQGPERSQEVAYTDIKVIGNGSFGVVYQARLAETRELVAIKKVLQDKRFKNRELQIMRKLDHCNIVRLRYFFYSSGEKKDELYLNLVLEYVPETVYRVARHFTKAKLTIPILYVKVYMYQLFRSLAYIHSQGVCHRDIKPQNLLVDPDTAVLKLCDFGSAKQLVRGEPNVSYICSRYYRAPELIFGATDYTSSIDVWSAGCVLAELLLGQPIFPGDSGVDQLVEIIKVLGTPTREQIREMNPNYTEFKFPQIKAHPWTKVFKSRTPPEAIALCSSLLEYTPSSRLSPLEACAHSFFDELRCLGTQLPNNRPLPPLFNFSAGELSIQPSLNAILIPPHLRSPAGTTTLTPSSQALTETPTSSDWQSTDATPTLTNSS
HSF-1 act: increases HSF-1 driven luciferase reporter signal. NIH3T3-HGL HSF-1 luciferase reporter, MG132, 8 h; 100% = twice DMSO control signal. activation, % at 9 µM. 300,000 tested, 1.7% active. AID 504408;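 active = mean replicate activation of at least 50% with a set share of replicates each reaching 50%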;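 also: 0% = median of the neutral control wells and 100% = twice that signal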
aSyn 5UTR inh: 5' untranslated region of α-synuclein, MLPCN primary screen. 300,000 tested, 0.82% active. alpha-synuclein 5'UTR reporter, inhibitor activity. inhibition, % (tested at 7.5 µM). AID 1813; in the data active = inhibition above about 60%;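 also: H4 neuroglioblastoma cells stably carrying SNCA 5'UTR luciferase fusion; 0% = DMSO wells and 100% = positive control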
GSK3beta inhib: blocks human GSK3beta kinase activity. P49841. GST-GSK3beta kinase, ADP-Glo luminescence, 60 min; stronger effect = lower value. activity score (negative = inhibition), % at 10 µM. 300,000 tested, 0.038% active;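 active = more than half of replicate wells score below -50%, meaning over 50% inhibition versus plate controls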;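 also: 0% = median DMSO wells and -100% = median GW8510 positive control wells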
Target sequence (P49841 whole entry, looked up): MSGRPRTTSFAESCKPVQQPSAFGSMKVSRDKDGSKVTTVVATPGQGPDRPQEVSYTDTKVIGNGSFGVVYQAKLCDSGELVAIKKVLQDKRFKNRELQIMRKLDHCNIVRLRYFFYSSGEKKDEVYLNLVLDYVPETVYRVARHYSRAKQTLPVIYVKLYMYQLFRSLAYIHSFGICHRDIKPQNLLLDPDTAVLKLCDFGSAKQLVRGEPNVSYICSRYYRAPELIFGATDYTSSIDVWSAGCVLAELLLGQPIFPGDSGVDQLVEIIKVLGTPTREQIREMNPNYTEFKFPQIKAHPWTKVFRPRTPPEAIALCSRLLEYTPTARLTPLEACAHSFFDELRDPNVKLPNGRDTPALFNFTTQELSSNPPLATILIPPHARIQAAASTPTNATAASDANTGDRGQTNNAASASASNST
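Assay system: GST-tagged human GSK3beta kinase, cell-free; Input: 1.6 ng GSK3beta; Medium: Tris/MgCl2 kinase buffer; Timing: 60 min enzyme reaction, room temperature; Signal: ADP-Glo luminescence quantifying ADP generated by kinase; Evaluation: score relative to plate controls; Benchmarks: DMSO neutral wells and GW8510 at 20 µM as positive.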
AI-2 QS modul: Vibrio harveyi AI-2 quorum sensing modulation; activity change, % at 7.5 µM; Vibrio harveyi JMH597 AI-2 luminescence/OD600 ratio, 9 h; stronger effect = lower value; strain lacks LuxN and CqsS sensors; 0 = neutral-control median; 300,000 tested, 0.4% active; in the data active = activity change below about -75%, passing the limit was not always enough;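 also: luminescence divided by OD600 gain over 9 h not by final OD600 alone; inactives centre near 13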
KLF5 inhibitor: suppresses KLF5 promoter-driven expression | AID 1700 | 290,000 tested, 0.23% active | DLD-1 KLF5 promoter-luciferase reporter, luminescence | inhibition, % at 5 µM;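 active = inhibition above a per-plate limit of that plate's mean compound inhibition plus 3 SD, cut at about 60% in these data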;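 also: 0% = DMSO wells and 100% = LY294002 at 200 µM; higher means less KLF5 promoter-driven luciferase light; inactives centre near -14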
HSP90 inh: HSP90 refolding inhibition in rabbit reticulocyte lysate; inhibition, % at 5.6 µM; 290,000 tested, 0.91% active; luciferase refolding luminescence, 3 h;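 active = inhibition above the screen-wide mean plus 3 SD, computed separately per campaign, cut at about 16% in these data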;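 also: 0% = DMSO wells and 100% = 60 µM geldanamycin wells; inhibitors lower the luminescence because luciferase stays unfolded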
HSF1 inhib: HSF1 inhibition | 300,000 tested, 0.77% active | activity change, negative = inhibition, % at 7.5 µM (by protocol) | NIH3T3-HGL HSE-luciferase, MG132-induced, luminescence 8 h; stronger effect = lower value | AID 2098;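 active = more than half of replicate wells show activity change below -50%, luminescence cut by over half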;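 also: luciferase reports HSF-1 transcriptional activity via heat shock element; 0% = median of DMSO wells and -100% = zero luminescence signal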
IEC-6 tox: kills IEC-6 intestinal cells in KLF5 counter-screen; IEC-6 cytotoxicity, luminescence viability; inhibition, % at 5 µM; 290,000 tested, 0.78% active; AID 1825; in the data active = inhibition above about 22%;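 also: 0% = plate median of test compound wells and 100% = cytotoxic reference compound wells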
Starred values were filed as active, the others as inactive; i = inactive; x = not tested or not shown. Only part of the results is shown; rates above refer to the full screens.

SMILES	PolyA inh	GSK3A inh	HSF-1 act	aSyn 5UTR inh	GSK3beta inhib	AI-2 QS modul	KLF5 inhibitor	HSP90 inh	HSF1 inhib	IEC-6 tox
Cc1ccc(C(=O)NC(=S)Nc2ccc(N3CCOCC3)cc2)c(C)c1	i	-1	-11	21	1	14	-32	2	-13	-4
CNc1cc(=O)n(C)c(=O)n1-c1ccccc1	i	-2	-45	-21	-1	15	x	x	-37	x
O=C(Nc1ccc(OC(F)(F)F)cc1)N1CCN(c2ccnc3cc(Cl)ccc23)CC1	i	-2	44	33	1	x	-23	-5	14	5
CCOc1ccc(CCNC(=O)CCNS(=O)(=O)c2ccc3c(c2)CCN3C(C)=O)cc1OCC	i	-1	7	13	-3	29	-22	2	-5	-3
COc1ccc(-c2cc(C)no2)cc1S(=O)(=O)N1CCOc2ccc(C)cc21	i	1	-5	35	5	37	3	-6	0	8
O=C(Nc1nc2ccccc2[nH]1)C12CC3CC(CC(C3)C1)C2	i	-1	0	-181	2	3	-169	3	2	-6
O=C(NNC(=O)c1ccc(O)cc1O)c1ccc(-c2ccccc2)cc1	i	0	14	-5	-2	3	-5	1	2	24*
O=C(CSc1n[nH]c(=O)[nH]c1=O)N/N=C/C=C/c1ccccc1	i	-2	-1	-1	3	35	-8	3	-5	-2
O=C(CN1CCC(C(=O)c2ccc(F)cc2)CC1)Nc1ccccc1Cl	i	0	13	2	-1	-18	-12	-1	-4	-2
COC(=O)CN1C(c2ccccc2)=Nc2ccc(Cl)cc2C1c1ccccc1 (stereo unspecified)	i	-2	36	-17	2	24	10	-2	13	-4
COC(=O)Cc1c(C)c2ccc(OCC(=O)N(C)C)cc2oc1=O	i	-2	10	9	4	3	-7	2	0	-1
O=C(C1CCN(C2CCN(Cc3ccc4c(c3)CCO4)CC2)CC1)N1CCCC1	i	2	x	-2	-2	16	-6	1	x	1
Cc1ccc(/C=C/C(=O)O)cc1S(=O)(=O)NC1CCS(=O)(=O)C1 (stereo unspecified)	i	-2	-9	33	0	18	-8	-1	-4	0
Nc1nn(-c2ccccc2)c(N)c1N=Nc1ccc2c(c1)OCO2	i	2	-41	-42	5	6	-64	1	-36	58*
O=[N+]([O-])c1ccccc1CN1CCN(Cc2ccccn2)CC1	i	-4	-16	-4	2	13	-6	2	0	7
Cc1ccc(C2=NS(=O)(=O)N(C)C(C(=O)NCc3ccccn3)=C2)cc1	i	0	-9	-12	-3	28	10	-2	4	-6
CSc1nc(-c2ccc(C)cc2)nc(C(Cl)Cl)n1	i	-1	37	32	-1	12	-18	-4	28	-6
Cc1ccc(C(c2nnnn2C2CCCC2)N2CCN3CCCC3C2)cc1 (stereo unspecified)	i	-1	6	4	-1	3	-45	-7	-2	2
COc1ccc(CN2CCS(=O)(=O)CC2)cc1OC	i	-2	8	-8	1	-5	-18	1	-4	6
O=C(/C=C/c1ccc(OCCCF)cc1)NCc1ccc(Cl)c(Cl)c1	i	0	2	14	3	21	6	-2	17	0
CCOc1ccc(CCNC(=O)C2CC(=O)N(CCc3ccccc3)C2)cc1OCC (stereo unspecified)	i	0	14	5	-3	3	-30	5	-1	-1
COc1ccc(CN(C)C(=O)c2ccc(NS(=O)(=O)c3ccc(F)cc3)cc2)c(OC)c1OC	i	-1	9	5	0	25	-54	0	4	0
CC(Oc1ccc(Br)cc1)C(=O)Nc1ccc(S(=O)(=O)N(C)C2CCN(C)CC2)cc1 (stereo unspecified)	i	1	-14	5	-23	14	x	x	2	x
CN(Cc1cccc2cnccc12)C(=O)CCc1nnc(CCc2ccccc2)o1	i	x	24	-28	-1	6	-43	0	4	-2
CC1(C)Cc2c(sc3nc(-c4cc5ccccc5o4)n(N)c(=O)c23)CO1	i	0	43	-203	2	7	-27	6	21	-5
c1ccc(-c2cc(N3CCOCC3)nc(-c3ccccc3)n2)cc1	i	-6	-1	0	1	17	-8	4	-10	4
C#CCOCCOCCOCCNc1nc(N2CCN(C(=O)[C@H](CCC(=O)O)n3cc(C(N)CC(C)C)nn3)CC2)nc(N2CCN(C(=O)[C@H](Cc3cc4ccccc4[nH]3)n3cc(C(N)CC(C)C)nn3)CC2)n1 (stereo partly specified)	i	-1	-7	-28	1	6	-20	2	-7	-6
COc1cccc(-n2nc3c(-n4ncc(C#N)c4N)nnc(C)c3c2C)c1	i	-2	13	8	-3	16	-23	1	1	-14
O=C(OCc1cc2ccccc2[nH]c1=O)c1cccc([N+](=O)[O-])c1	i	-1	-5	-3	1	5	-22	5	3	-5
CCN(CC)C(=O)NCc1c(C)cc(C)cc1C	i	-2	-5	-1	3	19	-17	1	0	-10
O=C1C2CC=C(Cl)CC2C(=O)N1CCC[n+]1ccccc1 (stereo unspecified)	i	-2	6	-7	-7	21	-18	3	-8	2
CC12CC(c3ccccc3O1)C(/C(N)=N/NC(=O)c1ccc(F)cc1)C(=O)N2 (stereo unspecified)	i	1	8	-39	1	-3	-3	4	-5	9
COc1ccc(-c2csc(NC(=O)C3=NN(c4ccccc4)C(=O)CC3)n2)cc1	i	-1	-10	-86	1	-8	-2	3	-1	1
O=CNCCCc1nc2ccccc2n1Cc1ccccc1	i	-3	4	2	2	21	2	2	-3	4
O=C(NCCc1cccs1)C1CC(c2ccc([N+](=O)[O-])cc2)=NO1 (stereo unspecified)	i	0	29	-157	1	32	-113	-1	21	-5
CCOC(=O)c1cnc2c(OC)cccc2c1Oc1ccccc1	i	-2	-4	-7	3	16	2	0	-5	-1
CCc1c(C)sc(NC(=O)c2cc(C)on2)c1C#N	i	x	7	-103	-6	-3	-99	0	7	2
COc1cc(NC(=O)c2ccc([N+](=O)[O-])o2)ccc1NC(=O)c1ccco1	i	2	125*	11	0	27	-15	3	97	100*
Cc1ccc(OCCn2c3ccccc3n3nc(C)c(=O)nc23)cc1	i	x	30	-15	2	2	-12	4	20	-1
COc1ccc(C2CC(c3ccccc3)=NN2C(=O)COC(=O)c2cccc(S(=O)(=O)N(C)C)c2)cc1 (stereo unspecified)	i	1	12	24	3	32	8	10	17	4
C/C(=N\NC(=O)c1cc(C)[nH]n1)c1cccs1	i	1	-7	39	2	7	-132	0	-4	8
O=C(COc1ccc2c3c(c(=O)oc2c1)CCC3)N1CCCC1	i	0	-11	-8	-1	3	-2	2	-1	4
CCC(=O)Nc1cccc(-c2ccc(N3CCCCC3)nn2)c1	i	0	28	34	1	8	-33	25*	23	15
Cc1c(Cl)cccc1NC(=O)CC1NCCNC1=O (stereo unspecified)	i	0	4	-5	2	11	5	8	4	-1
CCN1C(=O)CSC1=NC12CC3CC(CC(C3)C1)C2	i	-3	-5	24	3	13	9	-5	-2	-2

7 entries out of the list, sorted by molecular weight, ascending:
SMILES	PolyA inh	GSK3A inh	HSF-1 act	aSyn 5UTR inh	GSK3beta inhib	AI-2 QS modul	KLF5 inhibitor	HSP90 inh	HSF1 inhib	IEC-6 tox
CCN1C(=O)CSC1=NC12CC3CC(CC(C3)C1)C2	i	-3	-5	24	3	13	9	-5	-2	-2
Cc1c(Cl)cccc1NC(=O)CC1NCCNC1=O (stereo unspecified)	i	0	4	-5	2	11	5	8	4	-1
O=C1C2CC=C(Cl)CC2C(=O)N1CCC[n+]1ccccc1 (stereo unspecified)	i	-2	6	-7	-7	21	-18	3	-8	2
COc1cc(NC(=O)c2ccc([N+](=O)[O-])o2)ccc1NC(=O)c1ccco1	i	2	125*	11	0	27	-15	3	97	100*
CC12CC(c3ccccc3O1)C(/C(N)=N/NC(=O)c1ccc(F)cc1)C(=O)N2 (stereo unspecified)	i	1	8	-39	1	-3	-3	4	-5	9
COc1ccc(-c2csc(NC(=O)C3=NN(c4ccccc4)C(=O)CC3)n2)cc1	i	-1	-10	-86	1	-8	-2	3	-1	1
COc1ccc(C2CC(c3ccccc3)=NN2C(=O)COC(=O)c2cccc(S(=O)(=O)N(C)C)c2)cc1 (stereo unspecified)	i	1	12	24	3	32	8	10	17	4

Later entries
SMILES	PolyA inh	GSK3A inh	HSF-1 act	aSyn 5UTR inh	GSK3beta inhib	AI-2 QS modul	KLF5 inhibitor	HSP90 inh	HSF1 inhib	IEC-6 tox
Cc1ccc(Cl)cc1N1CCN(c2cccc[n+]2C)CC1	i	3	-5	-15	-5	33	-10	-2	-5	0
Cc1ccc(-c2nn(CC(=O)N3CCOCC3)c(=O)c3ccccc23)cc1S(=O)(=O)N(C)C	i	-1	-7	-7	1	32	-37	3	-8	-2
COc1ccc2[nH]c(=O)c(-c3noc(-c4ccc(F)cc4)n3)cc2c1	i	1	26	-111	-1	3	-29	3	9	-8
N#C/C(=C\c1ccc(-c2ccc(Br)cc2)o1)C(=O)NCCc1c[nH]c2ccccc12	x	-1	12	17	1	32	7	1	-1	-3
O=C(Cn1cnc(S(=O)(=O)N2CCOCC2)c1)Nc1ccc(OC(F)(F)F)cc1	i	x	-10	21	1	7	-21	6	1	-2
OCCNC(=S)NCc1ccccc1	i	0	-13	-9	-5	1	-9	0	-6	-6
CCOC(=O)NC(=O)/C(C#N)=N/Nc1c(F)cccc1F	i	x	64*	9	0	-1	16	2	25	0
COc1ccc(C(CC(=O)O)NC(=O)COc2ccccc2OC)cc1OC (stereo unspecified)	i	-2	11	-7	3	7	-25	4	-2	-2
Cc1cc(-c2ccc(C)c(S(=O)(=O)N3CCN(C(=O)c4ccco4)CC3)c2)on1	i	-1	28	-1	2	3	-13	-4	10	-11
CC1(C(=O)O)CCC(C(=O)NC2CCCCCC2)C1(C)C (stereo unspecified)	i	-2	-6	17	0	28	-13	3	-9	6
Cc1ccc(NC(=O)NC2=NN(c3ccccc3)C(=O)/C2=C2/CCCN2C)cc1	i	2	15	-63	0	-10	-34	0	22	2
N#CCCn1cc(C(=O)Nc2ccc([N+](=O)[O-])cc2)c(-c2cc3ccccc3o2)n1	i	0	1	21	3	8	-28	-2	1	-2

Part of the list above in a different format:
SMILES: COc1ccc2[nH]c(=O)c(-c3noc(-c4ccc(F)cc4)n3)cc2c1
  PolyA inh: i
  GSK3A inh: 1
  HSF-1 act: 26
  aSyn 5UTR inh: -111
  GSK3beta inhib: -1
  AI-2 QS modul: 3
  KLF5 inhibitor: -29
  HSP90 inh: 3
  HSF1 inhib: 9
  IEC-6 tox: -8

SMILES: N#C/C(=C\c1ccc(-c2ccc(Br)cc2)o1)C(=O)NCCc1c[nH]c2ccccc12
  PolyA inh: x
  GSK3A inh: -1
  HSF-1 act: 12
  aSyn 5UTR inh: 17
  GSK3beta inhib: 1
  AI-2 QS modul: 32
  KLF5 inhibitor: 7
  HSP90 inh: 1
  HSF1 inhib: -1
  IEC-6 tox: -3
